Assay outcomes from PubChem.
Gal4-VP16 FLuc – inhibits Gal4-VP16 luciferase reporter, ROR gamma counter-screen | Drosophila S2 Gal4-VP16 UAS-luciferase, luminescence, 20 h | Potency, µM (highest dose often 53.6 µM), inactives show top-dose activity, negative = inhibition, most hits filed as inhibitors | 310,000 tested, 3.5% active;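 further: Gal4-VP16 expression switched on by copper sulfate through the metallothionein promoter; potency means the concentration at half of the fitted maximal effect; on the % scale 0 is the no-effect control and ±100 the full control effect; nearly all actives have a fitted effect of over 50% in size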
NPC1 promoter act – NPC1 promoter activation. Huh7 NPC1 promoter luciferase reporter, 24 h. Potency, µM (highest dose often 9.22 µM), for inactives: at the highest dose activation, most hits filed as activators. 320,000 tested, 2.4% active. AID 485313;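 further: potency means the concentration at half of the fitted maximal effect; % of control where 0% means no effect; nearly all actives have a fitted effect of over 60% in size; reporter is driven by a mutant NPC1 promoter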
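In 1536-well qHTS, Huh7 cells harboring an NPC1 promoter–luciferase construct received compound for 24 h; activation was quantified by luminescence following luciferase reagent addition.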
TRPV1 ag – agonists of human vanilloid receptor 1 (TRPV1); Q8NER1; TRPV1-expressing cells, Fluo-8 calcium influx, agonist mode; activation, % at 8.33 µM; 320,000 tested, 0.19% active; in the data active means activation above about 80%; inconclusive means between about 30% and that limit; further: 0% is about no effect
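Fluo-8 calcium influx in TRPV1-expressing cells, kinetic read (ex 480/em 520 nm). Compound added and read 3 min for agonist activity, followed by capsaicin at EC20 final and 2 min further read for enhancement.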
ELG1 genotoxic – inducers of genotoxicity in HEK293T ELG1-luciferase cells; HEK293T ELG1-luciferase reporter, luminescence, 16 h; 330,000 tested, 1.3% active; AID 504466; Potency, µM (top dose mostly 46 µM), for the others: at the top dose activity change, positive = activation, actives largely listed as activators; further: potency means the concentration at half of the fitted maximal effect; % of control where 0% means no effect; nearly all actives have a fitted effect of over 60% in size
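16 hr compound incubation (37 °C, 5% CO2) of HEK293T cells carrying luciferase-tagged ELG1; luciferase then measured by ONE-Glo luminescence after 30 min at RT.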
Tb PFK block – blocks T. brucei phosphofructokinase | T. brucei PFK, ADP-Glo luminescence | Potency, µM (top dose mostly 57.5 µM), for the others: at the top dose activity, negative = inhibition, most hits filed as inhibitors | 330,000 tested, 0.17% active | AID 485367;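 further: potency means the concentration at half of the fitted maximal effect; 0% = uninhibited 1x PFK enzyme wells and -100% = no-enzyme wells; nearly all actives have a fitted effect of over 60% in size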
Target sequence (O15648 whole entry, looked up): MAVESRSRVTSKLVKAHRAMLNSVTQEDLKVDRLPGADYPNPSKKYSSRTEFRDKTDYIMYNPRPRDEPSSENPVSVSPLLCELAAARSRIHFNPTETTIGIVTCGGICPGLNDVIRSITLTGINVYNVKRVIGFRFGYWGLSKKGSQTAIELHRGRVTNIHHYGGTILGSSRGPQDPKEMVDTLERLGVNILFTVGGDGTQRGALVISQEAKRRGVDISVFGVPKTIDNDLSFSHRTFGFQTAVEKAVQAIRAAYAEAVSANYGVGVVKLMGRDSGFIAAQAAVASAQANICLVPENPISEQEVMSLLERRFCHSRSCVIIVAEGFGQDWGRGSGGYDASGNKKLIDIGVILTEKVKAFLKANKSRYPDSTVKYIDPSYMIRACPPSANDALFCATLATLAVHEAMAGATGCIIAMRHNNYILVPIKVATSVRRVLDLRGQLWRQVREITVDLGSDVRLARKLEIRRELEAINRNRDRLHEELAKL
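Compounds were pin-transferred as a titration series up to 57 uM into substrate buffer (0.5 mM F6P, 0.1 mM ATP, pH 8.0), then 1.25 nM PFK was added and reactions ran 45 min before ADP-Glo detection.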
RORgamma inh – ROR gamma (mouse) transcription inhibition. P51450. Drosophila S2 Gal4-RORgamma UAS-luciferase reporter, 20 h. Potency, µM (top dose mostly 53.6 µM), for inactives: at the highest dose activity change, negative = inhibition, usual class: inhibitors. 310,000 tested, 5.4% active; further: potency means the concentration at half of the fitted maximal effect; on the % scale 0 is the no-effect control and ±100 the full control effect; nearly all actives have a fitted effect of over 60% in size
Target sequence (P51450 whole entry, looked up, the tested form may be a part): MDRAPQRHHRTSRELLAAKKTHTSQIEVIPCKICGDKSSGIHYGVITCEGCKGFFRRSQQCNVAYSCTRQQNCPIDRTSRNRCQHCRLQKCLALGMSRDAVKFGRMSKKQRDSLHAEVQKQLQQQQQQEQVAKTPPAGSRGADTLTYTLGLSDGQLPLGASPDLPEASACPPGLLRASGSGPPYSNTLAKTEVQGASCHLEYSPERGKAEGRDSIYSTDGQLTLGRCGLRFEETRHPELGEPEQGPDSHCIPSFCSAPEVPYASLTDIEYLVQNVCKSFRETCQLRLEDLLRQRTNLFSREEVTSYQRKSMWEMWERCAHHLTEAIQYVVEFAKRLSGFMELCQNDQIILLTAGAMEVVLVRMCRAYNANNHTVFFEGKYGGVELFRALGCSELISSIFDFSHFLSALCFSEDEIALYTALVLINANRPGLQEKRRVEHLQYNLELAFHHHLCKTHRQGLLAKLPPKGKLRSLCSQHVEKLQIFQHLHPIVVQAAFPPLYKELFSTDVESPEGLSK
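A Gal4/UAS one-hybrid system in insect cells: metallothionein-promoter Gal4–ROR gamma fusion plus Photinus luciferase reporter. Copper sulfate 700 uM final, 20 hr ambient incubation, luminescent detection after 10 min with reagent.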
FLuc modulator – counter-screen for miR-21 project: firefly luciferase inhibitors or activators. 360,000 tested, 6.9% active. AID 588342. P08659. Potency, µM (top dose mostly 57.5 µM), without a hit: top-dose activity change, negative = inhibition, most hits filed as inhibitors. purified FLuc, Km substrates, luminescence inhibition;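 further: potency means the concentration at half of the fitted maximal effect; plate controls were vehicle for no effect and reference inhibitor for full effect; nearly all actives have a fitted effect of over 55% in size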
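Biochemical qHTS of compounds, final roughly 60 µM downward over six points, against 10 nM purified firefly luciferase using Km concentrations of substrates (10 uM D-luciferin, 10 uM ATP) in Tris acetate pH 7.5 buffer; luminescence output.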
BRCA1 expr act – activators of BRCA1 expression | MCF7-BRCA1-FFLuc reporter, luminescence, 48 h; response scale: scaled: vehicle 0%, 10 µM genistein 100% | Potency, µM (top dose mostly 46.1 µM), without a hit: top-dose activation, usual class: activators | 380,000 tested, 1.1% active | AID 624202; further: potency means the concentration at half of the fitted maximal effect; nearly all actives have a fitted effect of over 80% in size; some results filed as inactive show a strong effect at the top dose
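Luminescence from a BRCA1-driven firefly luciferase in MCF7 cells was the read-out, taken 15 min after substrate addition following 48 h compound exposure at 37 °C. Data were normalized to a 10 microM genistein control and DMSO vehicle.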
Rab9 prom act – activates the Rab9 promoter; Huh7 Rab9 promoter-luciferase reporter, luminescence, 24 h; Potency, µM (titrated, usually from 9.22 µM), for the others: at the top dose activation, negative = inhibition, actives largely listed as activators; 320,000 tested, 2.8% active; AID 485297; further: potency means the concentration at half of the fitted maximal effect; % of control where 0% means no effect; nearly all actives have a fitted effect of over 60% in size
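Luminescence read-out: Huh7 cells stably expressing Rab9-luciferase, treated 24 h with compound at 37 °C, then lysed with luciferase reagent for 10 min at ambient before reading.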
p53 reactivator – mutant p53 re-activation in reporter cells. H1299 p53-A138V BP100-luciferase reporter, luminescence, 24 h. Potency, µM (top dose mostly 92.2 µM), for the others: at the highest dose activity change, positive = activation, usual class: activators. 320,000 tested, 0.063% active. AID 504706; further: potency means the concentration at half of the fitted maximal effect; % of control where 0% means no effect; nearly all actives have a fitted effect of over 45% in size
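p53-null H1299 cells stably carrying temperature-sensitive p53-A138V and a BP100-luciferase reporter were pinned with compounds (4-point, 1:5 series) and held 24 hrs at 37 deg C. Luminescence was read 10 min after detection reagent.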
ELG1 DNA repair – blocks ELG1-dependent DNA repair in HEK293T cells | HEK293T ELG1-luciferase reporter, luminescence, 16 h; DNA damage induced by 5-fluorouridine | Potency, µM (doses to about 46.1 µM), inactives show at the highest dose activity change, negative = inhibition, hits mostly inhibitors | 330,000 tested, 2.3% active; further: potency means the concentration at half of the fitted maximal effect; on the % scale 0 is the no-effect control and ±100 the full control effect; nearly all actives have a fitted effect of over 55% in size
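Reporter activity after DNA damage by 5-fluorouridine is monitored. Compound-treated cells incubate 16 hr at 37 °C, then ONE-Glo is added for 30 min before luminescence reading.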
* = called active by the depositor; ? = inconclusive; . = not tested or not shown; & = joins results of further samples; [ ] = remark or other dose. Unless noted, the call rests on the fitted dose curve; in most records, active means well fitted curve in the direction sought with a large enough effect; inconclusive means small, poorly fitted or top-dose-only effect, or another doubt; inactive means no such curve, though single readings can be large; an effect the other way counts as inactive or inconclusive.

The line under a structure holds: Gal4-VP16 FLuc | NPC1 promoter act | TRPV1 ag | ELG1 genotoxic | Tb PFK block | RORgamma inh | FLuc modulator | BRCA1 expr act | Rab9 prom act | p53 reactivator | ELG1 DNA repair
Cc1cc(C)n(-c2ccc(C(=O)Nc3cccnc3)cc2)n1
→ -5.5% | 1.1% | ? | -0.8% | -12.8% | -1.2% | -16.6% | 5.6% | 1.3% | -0.1% | -14.2%
CCC(C)NC(=O)CN1C(=O)COc2ccc(S(=O)(=O)N3CCOCC3)cc21 (centres undefined)
→ -8.8% | -2.1% | 2.7 | -1.1% | 0.1% | -15.4% | -2.1%&-3.4% | -0.8%&0.3% | -1.2% | 10.0% | 1.9%
NC(=O)c1ccc(-n2nnnc2SCC(=O)Nc2ccccc2-c2ccccc2)cc1
→ 0.6% | -3.9% | 1.4 | -7.5% | -5.2% | ? | -1.5% | -9.2% | -2.4% | -8.5% | ?
Cc1nn(C(C)C(=O)NCCN2CCCCCC2)c(=O)c2nn(-c3ccccc3)c(C)c12 (centres undefined)
→ 2.5% | -2.2% | -0.9 | -0.4% | -6.2% | 14.8% | -2.5% | 3.3% | -0.6% | -1.6% | ?
Cc1ccc(S(=O)(=O)c2nnn3c2nc(N2CCCCC2)c2ccccc23)cc1
→ -11.9% | -1.5% | 13.8 | -4.0% | -1.4% | 42.9% | 5.8% | -35.3% | 1.5% | -0.3% | -20.6%
COc1ccc(N=c2scc(-c3ccc(S(=O)(=O)N4CCOCC4)cc3)n2CCCO)cc1
→ 5.62µM* | -19.7% | 0.0 | -9.2% | -0.2% | ? | -0.2% | . | -19.2% | -5.3% | 14.6µM*
COc1ccc2c(c1)Cc1sc(NC(=O)c3cccs3)nc1-2
→ ? | 3.98µM* | 25.4 | ? | 0.2% | 7.94µM* | ? | ? | 2.82µM* | ? | ?
Cc1ccc(-c2nnc(OCc3cccnc3)c3ccccc23)cc1
→ -20.1% | -3.0% | 18.9 | -2.0% | -10.3% | ? | 0.9% | -35.9% | -5.8% | -3.1% | ?
Cc1cc(-c2ccccc2)nc2[nH]n(-c3ccccc3)c(=O)c12
→ 15.9% | -1.7% | 1.7 | 0.4% | 0.0% | 6.7% | -10.8% | -0.3%[1.84 µM] | -1.6% | 5.6% | -0.2%
Cc1nc(-c2ccccn2)nc(N(C)c2ccccc2)c1Cl
→ 1.58µM* | -0.5% | 25.9 | -8.9% | 2.2% | 0.316µM* | 15.1µM* | 0.9% | -2.0% | 5.0% | ?
Cc1cc(C)c(S(=O)(=O)c2cccc(Br)c2C)c(=O)[nH]1
→ 11.1% | -4.7% | 6.4 | 0.0% | 0.6% | 8.7% | 0.3% | 4.4% | -3.6% | -6.3% | 5.6%
CC(C)CCOC(=O)C1C2C=CC3(CN(Cc4cccs4)C(=O)C13)O2 (centres undefined)
→ -3.3% | -0.6% | -1.0 | -1.2% | -0.2% | 12.4% | 6.9% | -4.0% | 2.0% | 4.0% | 16.2%
COc1ccc(N(CC(=O)Nc2cccc(OC)c2)S(=O)(=O)c2c(C)nn(C)c2C)cc1
→ 1.2% | -2.2% | -0.4 | -1.6% | -1.7% | 20.4% | 4.0% | -1.0% | -5.7% | -2.0% | -20.0%
COc1cc(/C=C/C(=O)N2CC(C)OC(C)C2)cc(OC)c1OC (centres undefined)
→ 2.1% | -0.6% | -0.3 | 1.1% | -1.4% | -9.4% | -3.1% | -15.2% | 0.0% | ? | -2.7%
O=C(CN1C(=O)NC2(CCCC2)C1=O)N1CCN(S(=O)(=O)c2ccccc2Br)CC1
→ . | -1.8% | -5.6 | -2.1% | -15.2% | . | 5.9% | -4.0% | -4.7% | . | -12.0%
Cc1ccc2nc(Cc3ccc(N)cc3)[nH]c2c1
→ 3.2% | 14.3% | 1.4 | 7.5% | 5.1% | 36.3% | ? | 20.1% | 1.2% | 1.8% | ?
CCOc1cc(N2CCOCC2)c(OCC)cc1NC(=O)Cc1cccc(OC)c1
→ -0.3% | -12.5% | 2.1 | -5.9% | -2.1% | 13.6% | 2.1% | -5.2% | -3.1% | 8.7% | ?
COc1cccc(NC(=O)COC(=O)CC2CC3CCC2C3)c1 (centres undefined)
→ . | . | . | 6.5% | -11.4% | . | . | 1.9% | . | 9.7% | 0.0%
Cc1ccc(S(=O)(=O)N(C)CCCC(=O)N2CCCCC2)cc1
→ -1.4% | 0.5% | 8.2 | -4.7% | -0.9% | 8.7% | -0.2% | 2.2% | -0.6% | . | 10.5%
Cc1ccc(C(=O)CSc2nnc(CNc3nc(-c4ccccc4)cs3)n2C)cc1
→ -2.2% | 0.0% | -2.7 | -10.4% | -2.4% | 7.1% | -11.3% | -28.8% | 5.4% | -2.6% | ?

Reprinted from the part before: three compounds, then new ones.
The line under a structure holds: Gal4-VP16 FLuc | NPC1 promoter act | TRPV1 ag | ELG1 genotoxic | Tb PFK block | RORgamma inh | FLuc modulator | BRCA1 expr act | Rab9 prom act | p53 reactivator | ELG1 DNA repair
COc1cccc(NC(=O)COC(=O)CC2CC3CCC2C3)c1 (centres undefined)
→ . | . | . | 6.5% | -11.4% | . | . | 1.9% | . | 9.7% | 0.0%
Cc1ccc(S(=O)(=O)N(C)CCCC(=O)N2CCCCC2)cc1
→ -1.4% | 0.5% | 8.2 | -4.7% | -0.9% | 8.7% | -0.2% | 2.2% | -0.6% | . | 10.5%
Cc1ccc(C(=O)CSc2nnc(CNc3nc(-c4ccccc4)cs3)n2C)cc1
→ -2.2% | 0.0% | -2.7 | -10.4% | -2.4% | 7.1% | -11.3% | -28.8% | 5.4% | -2.6% | ?
CCOC(=O)c1c(NC(=O)C2CC(Cl)=CCC2C(=O)O)sc2c1CC(C)(C)OC2 (centres undefined)
→ 1.9% | -0.1% | -2.9 | -1.9% | 0.5% | ? | -1.4% | 2.1% | -9.6% | 3.8% | -10.1%
C/C(=N\Nc1ncc(Cl)cc1Cl)c1ccc(OC(F)F)cc1
→ ? | 2.7% | 8.1 | 7.6% | -4.9% | 11.2µM* | ? | 37.2% | -8.8% | ? | ?
O=C(CN1CCN(c2ccc(F)cc2)CC1)Nc1ccccc1Br
→ 25.6% | 0.3% | 21.7 | -6.1% | 17.6% | 1.9% | -0.7% | -35.5% | 0.1% | -3.9% | -9.4%
O=C(O)CC(NC(=O)Cc1ccccc1)c1cc([N+](=O)[O-])ccc1Cl (centres undefined)
→ -6.7% | -3.1% | 0.9 | 0.8% | -3.2% | 0.5% | 0.5% | 2.9% | 5.3% | 3.1% | 20.7%
NC(=O)[C@@H]1CCCN1Cc1c(C(=O)N2CCN(C3CCCCC3)CC2)nc2ccccn12
→ -13.9% | -0.5% | -0.3 | 3.1% | 1.2% | -9.3% | 1.6% | 18.7% | -2.0% | -4.1% | -14.1%
Cc1c(C(=O)Cc2ccccc2)n(C)c2ccccc12
→ -1.2% | -0.1% | 0.3 | 0.0% | 0.1% | -11.2% | ? | -13.7% | 9.3% | 2.2% | 12.6%
COc1ccccc1NC(=O)C(C)N1CCN(C/C=C/c2ccccc2)CC1 (centres undefined)
→ ? | 3.7% | -2.1 | -6.3% | 1.5% | 12.2% | -3.1% | -6.9% | 0.3% | -2.2% | -19.3%
COc1cc(C)ccc1OCc1cc(C(=O)N2CCN(C)C[C@@H]2c2ccccc2)no1
→ 16.5% | 27.1% | 7.2 | 3.4% | 12.9% | 43.5% | ? | ? | ? | 26.0% | ?
CC(C)=N/N=C1/NC(=O)C(CC(=O)Nc2cc(Cl)ccc2C)S1 (centres undefined)
→ ? | -3.2% | -0.6 | -3.6% | -0.2% | 11.2µM* | 5.1% | -3.8% | -3.6% | 2.5% | -5.9%
COc1cccc(OC)c1C(=O)NC(=S)Nc1ccc2oc(-c3ccncc3)nc2c1
→ -9.6% | 0.8% | -3.7 | 2.5% | 0.4% | -24.2% | -0.2% | 9.2% | -0.4% | 1.1% | 0.2%
O=S(=O)(Nc1ccc(N2CCOCC2)cc1)c1ccc(Cl)s1
→ 12.3% | 0.8% | -0.1 | -1.3% | -4.0% | 5.6% | 0.3% | -3.8% | -3.2% | 2.1% | -2.9%
OCCN(CCO)c1ccc2ccccc2c1
→ -0.5% | -1.6% | 2.7 | 4.1% | -0.8% | -2.1% | 2.5% | -6.5% | -1.9% | 5.0% | 5.2%
O=C(c1cc(C2CC2)nn1-c1ccccc1)N1CCN(c2ccccn2)CC1
→ . | -1.5% | 2.9 | -2.3% | -0.5% | . | -27.3% | -12.8% | -3.0% | 1.8% | 0.3%
COc1cc(OC)c(C(=O)CCCN2CCCC2)c(OC)c1
→ -1.3% | 0.0% | 1.6 | -0.2% | -0.1% | -0.8% | 3.8% | 12.5% | -7.2% | -1.2% | -4.6%
